# Assay outcomes deposited in PubChem BioAssay by several laboratories.
# BoNT F protease: BoNT/F light chain protease inhibitors, primary screen, biochemical, flow cytometry, MLPCN library | Multiplex microsphere protease cleavage assay | inhibition, % at 10 µM | 0.22% of 360,000 active | AID 588497, 2011; in the data active means inhibition above about 35%, passing the limit was not always enough; inconclusive means no clear call, values can overlap the other calls; further: plate controls were buffer without enzyme for full effect and enzyme alone for no effect
# CCHF vOTU inh: CCHFV vOTU protease inhibitors, primary screen, biochemical, Pep-AMC substrate, fluorescence | Crimean-Congo hemorrhagic fever virus L polyprotein viral ovarian tumor (vOTU) protease … | 0.55% of 370,000 active | inhibition, % at 11.5 µM | AID 651958, 2012; in the data active means inhibition above about 30%; further: 0% = vehicle wells with enzyme and 100% = no enzyme wells
# 3CLpro inhibitor: SARS-CoV 3CLpro protease inhibitors, primary screen, biochemical, quenched FRET | Replicase polyprotein 1ab (Severe acute respiratory syndrome coronavirus), P0C6X7 | recombinant SARS-CoV 3CLpro, quenched FRET peptide cleavage | inhibition, % at 6 µM | 0.14% of 290,000 active; in the data active means inhibition above about 12%
# BoNT A protease: BoNT/A light chain protease inhibitors, primary screen, biochemical, flow cytometry, MLPCN library. multiplex microsphere protease substrate cleavage. inhibition, % at 10 µM. 0.17% of 360,000 active; further: plate controls were buffer without enzyme for full effect and enzyme alone for no effect
# PrPC surface inh: inhibitors of human cell surface prion protein PrPC, primary screen, cell-based, TR-FRET; TR-FRET read-out; inhibition, % at 13.8 µM; AID 720596, 2013; Major prion protein (Homo sapiens), P04156; 0.43% of 370,000 active; in the data active means inhibition above about 24%; further: 0% = median of the test wells and 100% = reference compound wells
# Rv3671c inh: Rv3671c serine protease inhibitors, primary screen, biochemical, fluorescence polarization, M. tuberculosis H37Rv | P9WHR9 | inhibition, % at 5.96 µM | 0.048% of 320,000 active; in the data active means inhibition above about 38%;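 further: extracellular domain of Rv3671c used as enzyme; 0% = enzyme with DMSO and 100% = no enzyme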
# Target sequence (P9WHR9 whole entry, looked up, the tested form may be a part): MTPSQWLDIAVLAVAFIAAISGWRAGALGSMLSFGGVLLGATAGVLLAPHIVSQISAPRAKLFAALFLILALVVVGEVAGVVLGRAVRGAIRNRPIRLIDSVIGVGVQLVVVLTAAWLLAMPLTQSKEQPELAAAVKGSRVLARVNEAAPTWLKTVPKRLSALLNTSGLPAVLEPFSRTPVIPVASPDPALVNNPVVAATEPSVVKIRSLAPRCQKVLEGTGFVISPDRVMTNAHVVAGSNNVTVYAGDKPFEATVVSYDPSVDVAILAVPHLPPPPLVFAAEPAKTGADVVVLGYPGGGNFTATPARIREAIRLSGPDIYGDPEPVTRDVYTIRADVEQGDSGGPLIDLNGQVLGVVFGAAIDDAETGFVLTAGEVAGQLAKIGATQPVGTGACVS
# SSB-PriA inh: inhibitors of Klebsiella pneumoniae PriA binding to SSB C-terminal tail, primary screen, biochemical, AlphaScreen; PriA–SSB C-terminal tail interaction (Klebsiella pneumoniae); AlphaScreen SSBct-PriA binding, biotinylated peptide; inhibition, % at 33 µM; 0.6% of 430,000 active; AID 1272365, 2023; in the data active means inhibition mostly above about 37%, no sharp cut-off; inactive means mostly below about 20%;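 further: plate controls were negative control peptide for no effect and reference peptide for full effect; strong numbers were not always called active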
# VHR inh abs: VHR1 phosphatase inhibitors, primary screen, biochemical, absorbance, uHTS; 0.52% of 290,000 active; AID 1654, 2009; Dual specificity protein phosphatase 3 (Homo sapiens), P51452; recombinant VHR phosphatase, pNPP absorbance; inhibition, % at 13.3 µM; in the data active means inhibition above about 50%; further: some compounds called inactive have numbers as strong as hits
# Target sequence (P51452 whole entry, looked up): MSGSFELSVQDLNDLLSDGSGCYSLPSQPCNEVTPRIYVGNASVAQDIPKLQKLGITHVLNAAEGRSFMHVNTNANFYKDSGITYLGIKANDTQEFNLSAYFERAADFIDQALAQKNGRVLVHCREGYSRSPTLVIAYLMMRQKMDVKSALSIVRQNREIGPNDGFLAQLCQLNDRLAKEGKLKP
# MazF activator: activators of E. coli MazEF toxin-antitoxin RNase, primary screen, biochemical, fluorescence, uHTS. 0.32% of 350,000 active. AID 504720, 2011. FAM/BHQ RNA-DNA oligo cleavage fluorescence, 5 h. Endoribonuclease toxin MazF (Escherichia coli (strain K12)), P0AE70. activation, % at 20 µM; in the data active means activation above about 50%
# Target sequence (P0AE70 whole entry, looked up): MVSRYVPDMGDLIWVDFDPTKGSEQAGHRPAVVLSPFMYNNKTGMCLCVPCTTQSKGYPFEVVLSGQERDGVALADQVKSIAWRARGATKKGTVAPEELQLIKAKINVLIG
# Anthrax LF inh2: Bacillus anthracis LF protease inhibitors, primary screen, biochemical, multiplex microsphere, MLPCN library. Lethal factor (Bacillus anthracis), P15917. multiplex microsphere protease cleavage assay. inhibition, % at 10 µM. 0.12% of 360,000 active; further: plate controls were buffer without enzyme for full effect and enzyme alone for no effect
# The depositor's hits bear a star; ? = inconclusive; / = no result given; & = joins results of further samples. Unless noted, no stated cut-off is given here; in the data, active means inhibition above about 30%; inconclusive means no clear call, values can overlap the other calls; inactive means below that. The list is partial; the hit share may differ from the screen's.
# Every second line gives: BoNT F protease, CCHF vOTU inh, 3CLpro inhibitor, BoNT A protease, PrPC surface inh, Rv3671c inh, SSB-PriA inh, VHR inh abs, MazF activator, Anthrax LF inh2
- Cc1ccc(C)c(OC(=O)c2cccc(S(=O)(=O)N3CCN(C)CC3)c2)c1
  -10, -6, 7, -0.4, 8, 5, -1, -14, 4, -2
- COCCCn1c(SC(C)C(=O)NC2CC2)nc2ccccc2c1=O (centres undefined)
  0, 13, /, 0.8, -13, 2, -8, /, 2, -3
- O=C(Nc1ccc2c(c1)OCO2)N1CCCC1
  -2, 1, 3, -0.2, 6, -2, -5, 1, 13, 0
- COC(=O)c1ccc(C(=O)Nc2cc(Cl)ccc2Cl)cc1NC(=O)c1ccc(N(C)C)cc1
  -4, -5, 5, 1.1, 3, -4, -13, 7, -2, 1
- CC(C)(C)OC(=O)[C@H](Cc1ccccc1)NC(=O)c1[nH]cnc1C(=O)Nc1ccccc1F
  -1, 15, /, -0.2, 1, /, /, /, -3, 0
- O=C1c2ccccc2C(Nc2ccc(S(=O)(=O)N3CCCCC3)cc2)N1c1ccccn1 (centres undefined)
  3, -6, -9, 0.8, 4, -7, 0, 12, 1, -4
- CN1CCN(c2ccc(CNC(=O)C3(C)Cc4c(-c5ccc6c(c5)OCO6)ccnc4O3)cc2)CC1 (centres undefined)
  3, -4, /, -0.2, -12, /, /, /, /, 0
- Cc1ccc(N(C(=O)c2csnn2)C(C(=O)NC2CCCCC2)c2ccccn2)c(C)c1 (centres undefined)
  -8, 5, -2, 2.2, 0, 5, -6, 30, 6, 6
- C#CCOc1ccc(C2C3=C(CCCC3=O)N(CC(=O)O)C3=C2C(=O)CCC3)cc1Br
  4, -168, 2, -4.6, -9, -4, -1, -1, 0, -11
- COc1ccc(S(=O)(=O)N2CCCCCC2)cc1C(=O)N(C)Cc1ccco1
  4, 13, /, 0.2, 7, -8, -13, /, 0, -2
- CCCSc1nc2[nH]ncc2c(=O)[nH]1
  -3, -2, -3, 0.4, -2, -9, -12&-10, -2, 5, 0
- O=C(O)/C=C\C(=O)Nc1ccccc1C(=O)NC1CCCCC1
  1, -24, -2, -0.7, -4, 5, -20, 20, 9, 6
- CCN(CC)S(=O)(=O)c1ccc(NC2CCCc3ccccc32)nc1 (centres undefined)
  -4, -6, 4, 0.3, 2, -9, -25, 31, 5, -1
- COc1ccc(C(=O)Nc2ccc(NC(=O)c3ccccn3)cn2)cc1
  2, -2, 1, 1.4, 3, /, -3, 48, -27, 2
- COC(=O)C(Cc1ccccc1)NC(=O)CCCC(=O)NCc1cccc(OC)c1 (centres undefined)
  20, -4, -2, -5.6, -7, 0, -25, 43, 6, 2
- CN(c1ccccc1)c1ccc([N+](=O)[O-])c2nonc12
  24, 19, -2, -0.3, -30, -6, 33, 22, 72*, -11
- CC1(c2ccccc2Cl)NC(=O)N(CC(=O)Nc2ccc(N3CCCCC3)cc2)C1=O (centres undefined)
  -1, 2, /, 1.8, 8, -7, 15, /, 8, -5
- COC(=O)c1sccc1NC(=O)Cn1cnc2c1c(=O)n(C)c(=O)n2C
  -10, 1, -5, -0.8, -3, 0, -3, -5, 5, -8
- Cc1nnc(-c2ccc(Oc3ccc(Cl)cc3)c([N+](=O)[O-])c2)o1
  0, 3, -3, -0.1, -6, 0, -9, -1, -2, 1
- COc1ccc(OCCN2CCN(S(=O)(=O)c3ccccc3C#N)CC2)cc1
  -7, -7, /, -2.0, 2, /, 6, /, -2, -3
- Cc1ccccc1OCC(O)CN1CCC(C)CC1 (centres undefined)
  -1, 9, 4, 0.1, 7, -7, -2, 9, -1, -2
- CC1(Cc2ccccc2OC(F)(F)F)C(=O)Nc2ccc(-c3ccsc3)cc21 (centres undefined)
  -3, 35*, /, -0.5, 10, /, /, /, /, -2
- O=C(CNC1CCCCCC1)Nc1ccc(S(=O)(=O)NC2CC2)cc1
  -8, -8, 0, 1.6, 5, -4, -6, -5, 0, 2
- Oc1ccc(C[C@H]2CNC(=S)N2CC2CCCN2C[C@H](Cc2ccccc2)N2C[C@H](Cc3ccc(O)cc3)N(CCc3ccccc3)C2=S)cc1 (some centres undefined)
  -8, 19, /, -0.2, -4, /, -5, /, -18, -4
- CN(C(=O)Cn1cnc2sccc2c1=O)C1CCCCC1
  9, 8, /, 0.8, -7, -4, -1, /, -2, 12
- CC(C)c1ccc(CNc2ccc([N+](=O)[O-])cn2)cc1
  -1, 3, 6, 0.2, -5, 0, 5, 29, -13, -3
- CC(C)(C)OC(=O)n1cccc1/C=C1\c2ccccc2C(=O)N1c1ccccc1
  -11, /, /, 0.6, /, /, -1, /, 1, 1
- COc1ccc(C(C)(NC(C)=O)c2nc(-c3cnc4ccccc4c3)cs2)cc1 (centres undefined)
  -5, -6, /, -0.1, -2, /, /, /, /, -4
- CCCC(C)n1[nH]c(=O)c2c1NC(=O)CSC2c1ccc(OC)c(OC)c1 (centres undefined)
  -5, -2, 4, ?, -1, -3, -12, 8, -7, -6
- Cc1ccccc1OCc1nc(-c2ccc(NC(=O)c3ccco3)cc2)no1
  14, 8, -1, 0.7, 19, -25, -8, 4, 0, 1
- c1cc(-c2cc3cc4c(cc3cn2)OCO4)cs1
  -9, 13, /, 0.1, -4, -4, -13, /, 7, 3
- Nc1ccc(C(=O)Nc2nc3ccccc3s2)cc1
  -8, 4, 3, 0.4, 1, 0, -7, 19, 2, 3
- Fc1cccc(Cl)c1Cn1nnc2c(N3CCC4(CC3)OCCO4)ncnc21
  2, 2, 1, 1.4, -2, -2, -1, 12, 0, -1
- Cc1cccc(N(CC(=O)NCCC2=CCCCC2)S(C)(=O)=O)c1C
  -2, -19, 11, -0.1, -1, -10, -4, 15, -5, -2
- Cc1cc(C)c[n+](-c2[nH]c(=O)sc2/C=N/NC([S-])=Nc2ccccc2)c1
  -5, 24, -2, 0.1, -21, -2, /, 16, -20, -1
- Cc1ccc(NC(=O)Cn2cccc2C2=NC(c3ccccc3)CO2)c(C)c1 (centres undefined)
  23, -4, 2, 1.6, -5, -14, 8, 4, -4, 2
- CCCCCc1ccc(-c2ccc(=O)[nH]n2)cc1
  4, 9, 1, 0.5, -1, -4, -8, 21, 3, 0
- O=[N+]([O-])c1c(Nc2ccc(Br)cc2)ccc2nonc12
  -8, -19, -4, -0.5, -6, 9, 12, -7, 8, -13
- [O-][n+]1c2c(c3c4non(O)c4ccc31)CCCC2
  -9, 14, 5, -0.4, -1, 33, 19, 23, 5, 0
- Cc1ccn(CCC(=O)Nc2ccc(-c3ccno3)cc2)n1
  -7, -10, -2, -0.1, -1, 0, 1, -6, 4, -1

# The closing 4 entries of the section above come first, to join the parts.
# Every second line gives: BoNT F protease, CCHF vOTU inh, 3CLpro inhibitor, BoNT A protease, PrPC surface inh, Rv3671c inh, SSB-PriA inh, VHR inh abs, MazF activator, Anthrax LF inh2
- CCCCCc1ccc(-c2ccc(=O)[nH]n2)cc1
  4, 9, 1, 0.5, -1, -4, -8, 21, 3, 0
- O=[N+]([O-])c1c(Nc2ccc(Br)cc2)ccc2nonc12
  -8, -19, -4, -0.5, -6, 9, 12, -7, 8, -13
- [O-][n+]1c2c(c3c4non(O)c4ccc31)CCCC2
  -9, 14, 5, -0.4, -1, 33, 19, 23, 5, 0
- Cc1ccn(CCC(=O)Nc2ccc(-c3ccno3)cc2)n1
  -7, -10, -2, -0.1, -1, 0, 1, -6, 4, -1
- O=C(COC(=O)c1ccccc1OCc1ccc(Cl)cc1)NC1CC1
  19, -2, 3, -0.1, -1, 5, -16, 8, -1, -5
- N#CCc1ccc(NC(=O)Nc2cccc3ccccc23)cc1
  -10, /, 2, -0.6, /, 7, -2, 11, 1, 7
- C#CCOCCOCCOCCNc1nc(N2CCN(C(=O)[C@H](C)n3cc(CCC(=O)O)nn3)CC2)nc(N2CCN(C(=O)[C@H](Cc3ccc(O)cc3)n3cc(CCO)nn3)CC2)n1
  -12, -2, /, -0.3, 3, /, 1, /, 0, 4
- CCC(C)[C@H](NC(=O)Nc1ccc(C(C)=O)cc1)C(=O)OC (some centres undefined)
  -3, 11, 1, -0.5, 2, 4, -5, 4, 0, 0
- O=C(NCc1ccccc1)c1ccc2c(=O)n3c(nc2c1)CCCCC3
  7, 8, -1, -5.6, 2, 0, 2, 7, 7, 5
- O=C(Nc1cccc([N+](=O)[O-])c1)Nc1cccc([N+](=O)[O-])c1
  -6, -3, -1, -0.5, -8, -22, 14, 10, -3, -2
- O=C(CCCCCn1c(=S)[nH]c2cc3c(cc2c1=O)OCO3)N1CCN(Cc2ccccc2)CC1
  -8, 2, -2, -0.6, -1, -1, -10, 16, 7, -3
- CCOC(=O)C1=C(CN2CCCCCC2)NC(=O)NC1c1cccc([N+](=O)[O-])c1 (centres undefined)
  4, -5, -4, -0.2, -4, 3, -1, -3, 7, 2
- O=C(Nc1ccccn1)c1ccc(Cl)c(S(=O)(=O)N2CCCC2)c1
  8, -3, /, -1.0, 0, -6, -12, /, -3, -2
- CC1CCCN(C(=S)Nc2ccc3nc4n(c(=O)c3c2)CCCCC4)C1 (centres undefined)
  -6, 0, 3, -0.2, 1, 8, 2, 4, 0, -1
- Cc1ccc(-n2c(C)c([N+](=O)[O-])c3ccc(O)c(CN(C)C)c32)cc1
  -13, 6, 4, -0.7, -15, 3, 9, -16, 2, -4
- CCOc1ccc(C(=O)Nc2nnc(S(=O)(=O)N3CCCCC3)s2)cc1
  3, 9, 1, 2.9, 3, 1, 1, 14, 7, 0
- COc1ccc(-c2oc3ccccc3c(=O)c2OCC(=O)O)cc1
  -10, -38, -5, -1.7, 2, 5, -7, 21, 4, -6
- Cc1ccc(S(=O)(=O)N(C)C)cc1NC(=O)C(C)N(C)CCOc1ccc(Cl)cc1 (centres undefined)
  4, 19, 0, 1.2, -5, -3, -24, -30, -9, -4
- Cn1c(=O)c2c(ncn2CC(=O)Nc2ccccc2Sc2ccccc2)n(C)c1=O
  1, 0, 1, 0.4, -4, -1, -4, 11, -12, 1
- Cc1c(NC(=O)C2CCCCC2)cc(C(=O)N2CCOCC2)cc1[N+](=O)[O-]
  -6, -10, 4, -0.5, -4, 2, -10, 5, -4, 1
- Cc1ccc(-c2[nH]ncc2/C=N/n2c(COc3ccccc3C)nc3ccccc3c2=O)cc1
  3, 0, -1, 0.2, 2, -20, /, -4, 0, 1
- Cc1cccc2[nH]c3c(=O)n(CCN4CCNCC4)cnc3c12
  -26, -3, -5, 0.4, 6, 3, -17, -6, 2, 3
- Cc1cccnc1-n1c(CN2C(=O)c3ccccc3C2=O)nc2ccccc2c1=O
  5, -1, 6, 0.4, -6, 1, -6, 21, 6, 0
- Cc1ccc(C(=O)N2CCN(c3ncccn3)CC2)cc1
  -8, 12, 1, -4.5, -2, /, -21, -2, -2, -8
- O=C(CSc1ccc2ccccc2c1)Nc1ccc(S(=O)(=O)Nc2nccs2)cc1
  -3, 14, 3, -0.2, 5, -32, 15, -7, 2, -1
- COCCNC(=O)COc1ccc(Oc2ccccc2)cc1
  7, 5, 1, 1.6, 1, -2, -7, 8, 10, 6
- COc1cccc2c1OCC/C2=N\NC(=O)COc1ccc(C)cc1
  -2, -13, 5, 1.3, 0, -7, /, -14, -5, 0
